Compound activity: PubChem, National Center for Advancing Translational Sciences (NCATS)
aSyn rescue = rescues yeast growth from alpha-synuclein toxicity; Yeast expressing alpha-synuclein, growth rescue, BacTiter-Glo, 24 h; AID 652106; 370,000 compounds, 0.14% hits; Potency, µM (highest dose often 46.1 µM), without a hit: top-dose growth rescue (activation), hits mostly activators; note: potency is the fitted concentration of half-maximal effect; % of control where 0% means no effect; nearly all actives have a fitted effect of over 65% in size
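Screening used galactose-induced yeast with toxic alpha-synuclein levels, exposed to compound for 24 hr at 30 deg C. Cell growth, read with BacTiter-Glo luminescence, gave the measured signal.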
PTHR1 agonist = agonists of human PTHR1 parathyroid hormone receptor; Q03431; Potency, µM (highest dose often 115 µM), for the others: top-dose activation, most hits filed as activators; HEK293 GP2 PTHR1 cells, GloSensor cAMP luminescence, 1 h; 410,000 compounds, 0.075% hits; note: potency is the fitted concentration of half-maximal effect; nearly all actives have a fitted effect of over 55% in size; some results filed as inactive show a strong effect at the top dose; inactives centre near -15; many of its hits are not listed in these tables
Target sequence (Q03431 whole entry, looked up): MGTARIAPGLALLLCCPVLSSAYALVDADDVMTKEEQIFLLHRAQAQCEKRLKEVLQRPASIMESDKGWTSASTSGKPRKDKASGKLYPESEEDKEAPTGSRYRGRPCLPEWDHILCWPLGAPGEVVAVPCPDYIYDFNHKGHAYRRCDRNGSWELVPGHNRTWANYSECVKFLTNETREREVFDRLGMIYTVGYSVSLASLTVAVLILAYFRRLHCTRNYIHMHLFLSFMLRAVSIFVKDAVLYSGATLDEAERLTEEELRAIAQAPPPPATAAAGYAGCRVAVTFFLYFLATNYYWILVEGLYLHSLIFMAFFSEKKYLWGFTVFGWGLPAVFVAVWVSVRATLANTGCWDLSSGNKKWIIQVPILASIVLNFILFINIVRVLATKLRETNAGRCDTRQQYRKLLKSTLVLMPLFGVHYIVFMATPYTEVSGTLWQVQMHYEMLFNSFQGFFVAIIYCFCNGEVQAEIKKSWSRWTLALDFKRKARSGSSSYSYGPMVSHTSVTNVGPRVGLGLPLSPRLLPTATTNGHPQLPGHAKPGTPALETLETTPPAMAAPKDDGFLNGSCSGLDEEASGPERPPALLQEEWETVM
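HEK-293-derived GP2 cells expressing PTHR1 and a GloSensor cAMP reporter, 3,000/well, plated overnight, given luciferin plus IBMX (each 0.5 mM as added) for 1 h at 37 °C, then compound for 1 h at 37 °C. Luminescence was read after 15 min at room temperature.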
Abeta yeast res = A-beta toxicity reversal in yeast; yeast expressing A-beta42, growth rescue, OD600, 48 h; response scale: 0% DMSO, 100% iron-clioquinol control; Potency, µM (highest dose often 46.1 µM), for inactives: at the highest dose growth rescue, actives largely listed as activators; 410,000 compounds, 0.063% hits; AID 1347071; note: potency is the fitted concentration of half-maximal effect; nearly all actives have a fitted effect of over 55% in size
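Yeast A-beta toxicity model in growth medium with pinned compounds, 48 h at 30 C; growth read as absorbance at 600 nm. Normalized to FeCl3/clioquinol equimolar mix (positive) and DMSO (negative).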
GLP1R ag = GLP-1 receptor (human) agonism | HEK293 GLP-1R CRE-luciferase, luminescence, 4-6 h; cells express a hypersensitive GLP-1R form | Potency, µM (titrated, usually from 45.6 µM), for inactives: at the highest dose activation, most hits filed as activators | 380,000 compounds, 0.007% hits | AID 624172; note: potency is the fitted concentration of half-maximal effect; % of control where 0% means no effect
D3 antag = D3 dopamine receptor (human) antagonism; D3R cells, DiscoveRx beta-arrestin luminescence, antagonist mode; active compounds read low; max response, negative = inhibition, %; 360,000 compounds, 2.5% hits; in the data active = max response below about -50%; inconclusive = no clear call, values can overlap the other calls; note: % is set by controls: 0 for no effect and ±100 for the full control effect; mostly tested at two doses, the higher about 12 µM
Target sequence (P35462 whole entry, looked up): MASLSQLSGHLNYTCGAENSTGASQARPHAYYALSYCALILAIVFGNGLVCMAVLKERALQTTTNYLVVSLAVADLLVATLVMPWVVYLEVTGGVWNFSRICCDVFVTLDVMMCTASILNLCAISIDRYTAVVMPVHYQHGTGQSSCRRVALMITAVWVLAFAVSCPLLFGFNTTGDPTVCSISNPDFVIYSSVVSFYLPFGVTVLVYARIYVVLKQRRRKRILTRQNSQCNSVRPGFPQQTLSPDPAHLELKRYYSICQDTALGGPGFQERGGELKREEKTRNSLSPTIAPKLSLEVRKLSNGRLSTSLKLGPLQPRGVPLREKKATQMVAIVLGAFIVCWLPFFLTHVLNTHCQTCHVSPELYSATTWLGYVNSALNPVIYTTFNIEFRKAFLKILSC
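Cells plated overnight at 1500 cells/well, then exposed to library compounds with dopamine controls for 90 minutes at 37 degrees C. DiscoveRx reagent added for 30–60 minutes at room temperature; luminescence read, quantitative HTS format.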
GLP-1R inv ag = GLP-1 receptor (human) inverse agonism | P43220 | HEK293 GLP-1R CRE-luciferase, luminescence, 24 h; GLP-1R form is constitutively active | Potency, µM (highest dose often 38.3 µM), inactives show at the top dose activity change, negative = inhibition, most hits filed as inhibitors | 410,000 compounds, 1.6% hits | AID 624417; note: potency is the fitted concentration of half-maximal effect; % is set by controls: 0 for no effect and ±100 for the full control effect; nearly all actives have a fitted effect of over 55% in size
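GLP-1R inverse agonism mode: basal reporter luminescence in engineered HEK293 cells measured after one day of compound exposure at 37 deg C, with a 12 min room-temperature detection step.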
FUS suppressor = rescues growth of FUS-expressing yeast. S. cerevisiae FUS-expressing, growth rescue, OD600, 24 h. 390,000 compounds, 0.24% hits. Potency, µM (series often up to 76.6 µM), without a hit: at the top dose growth rescue (activation), hits mostly activators;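 note: potency is the fitted concentration of half-maximal effect; plate controls were DMSO vehicle for no effect and reference control for full effect; nearly all actives have a fitted effect of over 55% in size; some results filed as inactive show a strong effect at the top dose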
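Galactose (2%) drives FUS expression in yeast precultured in raffinose; seeding density OD 0.005. Test compounds incubated 24hr at 30C and 99% humidity before absorbance at 600 nm was measured.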
TDP-43 yeast inh = TDP-43 toxicity inhibition in yeast. TDP-43 expressing yeast growth rescue, BacTiter-Glo, 24 h. Potency, µM (doses to about 46.1 µM), inactives show at the highest dose growth rescue (activation), most hits filed as activators. 410,000 compounds, 1.8% hits. AID 652104; note: potency is the fitted concentration of half-maximal effect; % of control where 0% means no effect; nearly all actives have a fitted effect of over 50% in size
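Yeast cells expressing TDP-43 under galactose induction are exposed to compounds for 24 hr at 30 deg C. BacTiter-Glo luminescence measures growth, so protective compounds score as activators.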
Akt phos inh = inhibitors of Akt phosphorylation. AID 651550. Neuro2A IGF-stimulated pAkt S473 HTRF, 20 min; active compounds read low. activity change, % for hits at 50 µM. 360,000 compounds, 0.32% hits; in the data active = activity change below about -80%; inconclusive = mostly about -51% to -80%; note: % is set by controls: 0 for no effect and ±100 for the full control effect
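Neuro2A cells (4,500/well, DMEM with 0.5% FBS) were treated with compound at a single 50 µM final concentration, stimulated with 6 nM IGF for 20 min at 37 °C, and lysed. Phospho-Akt Ser473 was read by HTRF as 665/615 ratio ×10^4.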
Numbers without * were called inactive; i = inactive; ? = inconclusive; · = no result given; [ ] = remark or other dose. Unless noted, calls come from the whole dose curve; as a rule, active = well fitted curve in the direction sought with a large enough effect; inconclusive = small, poorly fitted or top-dose-only effect, or another doubt; inactive = no such curve, though single readings can be large; an effect the other way counts as inactive or inconclusive. Some of the compounds tested (hit frequency here may not be typical).

SMILES | aSyn rescue | PTHR1 agonist | Abeta yeast res | GLP1R ag | D3 antag | GLP-1R inv ag | FUS suppressor | TDP-43 yeast inh | Akt phos inh
Cc1c(C(=O)NNc2cc(=O)n(C)c(=O)n2C)cccc1[N+](=O)[O-] | -2% | -23% | -17% | -3% | -9 | 13% | -22% | -20% | i
O=C(NN1C(=O)NC2(CCCCC2)C1=O)c1ccc(-c2ccc(Cl)cc2)o1 | 0% | -12% | -7% | 11% | -26 | ? | · | 13% | i
COc1ccc(C(=O)NCc2csc(-c3cccs3)n2)cc1 | 0% | i | 2% | 6% | -23 | -22% | 13% | 18% | i
Cc1ccc(C)c(NC(=O)COC(=O)c2c(-c3ccccc3)noc2C)c1 | 0% | -21% | 3% | -3% | 5 | 2% | 9% | -3% | i
COC(=O)c1c(NC(=O)CN2CCN(S(=O)(=O)c3ccccc3[N+](=O)[O-])CC2)sc2c1CCC(C)C2 (configuration not stated) | 12% | i | -1% | -6% | 6 | 11% | · | 4% | i
O=C(C1CC1)N1CCN(c2ccc(O)cc2)CC1 | 1% | i | -7% | 1% | -25 | 1% | -35% | 6% | i
CCC(=O)Nc1ccc(C(=O)NCCCn2ccnc2)cc1 | -1% | 0% | 7% | 2% | -4 | 17% | 1% | 4% | i
CCOC(=O)CSC1=Nc2ccccc2C2=NC(CC(=O)NCc3ccc4c(c3)OCO4)C(=O)N12 (configuration not stated) | 4% | i | -23% | -7% | -3 | 7% | 7% | 1% | i
COc1ccc(NC(=O)Nc2ccc3nsnc3c2)cc1 | -7% | -9%[57.5 µM] | 5% | 2% | -26 | ? | 7% | -11% | i
CCN(/C=N/c1sc2c(c1C#N)CCCCC2)CC | -3% | -14% | -14% | 28% | 6 | ? | 19% | 6% | i
S=C(NCc1ccccc1)Nc1ccc(Oc2ccccc2)cc1 | 0% | -34%[inhibitor] | ? | 13% | -16 | ? | 8% | -1% | i
O=C(c1ccccc1)c1cc2ccccc2o1 | -8% | -27% | 1%[9.22 µM] | 4% | 3 | 39% | -18% | -25% | i
CCCCNC(=O)COC(=O)CNC(=O)c1cc(Cl)cc([N+](=O)[O-])c1 | -8% | -12% | -10% | 9% | 2 | 1% | 10% | 5% | i
CCOC(=O)C1(Cc2cccc(Cl)c2)CCCN(C(=O)C2CC2)C1 (configuration not stated) | 12% | i | -7% | 3% | -23 | ? | 20% | -9% | i
CCCC(=O)N1CCc2cc(OC)c(OC)cc2C1COc1ccc(C(=O)OC)cc1 (configuration not stated) | -9% | -30%[inhibitor] | -3% | 22% | · | -6% | ? | 27% | ·
COC(=O)c1cc(C(=O)NCCN2C(=O)S/C(=C\c3cccs3)C2=O)cc([N+](=O)[O-])c1 | 0% | i | 19% | 20% | 69 | 20% | · | 7% | i
COc1cccc(CN2CCN(Cc3nc(-c4cccs4)oc3C)CC2CCO)c1 (configuration not stated) | -7% | -11% | 0% | 0% | -6 | -16% | -5% | 6% | i
Cc1ccc(NC(=S)NNC(=S)NC2CCCCC2)cc1 | -10% | i | 7% | 1% | -23 | -20%[7.66 µM] | 30% | 0% | i
Cc1ccccc1NC(=O)c1cc(S(=O)(=O)Nc2cccc(C(=O)O)c2)ccc1Cl | 3% | -9% | 5% | 0% | 15 | 13% | -8% | -2% | i
O=C1CC(c2cccnc2)c2cc3c(cc2N1)OCO3 (configuration not stated) | 1% | 0% | 7% | -1% | 49 | 15% | -25% | ? | i

Full records, looked up by structure. Order of values: aSyn rescue | PTHR1 agonist | Abeta yeast res | GLP1R ag | D3 antag | GLP-1R inv ag | FUS suppressor | TDP-43 yeast inh | Akt phos inh
Entry for `COC(=O)c1cc(C(=O)NCCN2C(=O)S/C(=C\c3cccs3)C2=O)cc([N+](=O)[O-])c1` = 0% | i | 19% | 20% | 69 | 20% | · | 7% | i
Entry for `CCOC(=O)C1(Cc2cccc(Cl)c2)CCCN(C(=O)C2CC2)C1` (configuration not stated) = 12% | i | -7% | 3% | -23 | ? | 20% | -9% | i

(continued)
SMILES | aSyn rescue | PTHR1 agonist | Abeta yeast res | GLP1R ag | D3 antag | GLP-1R inv ag | FUS suppressor | TDP-43 yeast inh | Akt phos inh
COc1cccc2c1OCC(CN1CCN(Cc3ccccc3F)C(CCO)C1)=C2 (configuration not stated) | -3% | -22% | 9% | 13% | -8 | -28% | -31% | 14% | i
COc1ccc(CCC(=O)Nc2nnc(C(C)(C)C)s2)cc1 | 0% | -23% | 3% | 0% | 14 | -23% | -12% | 0% | i
C=CCN1C(=O)[C@@H]2Cc3c([nH]c4ccccc34)C(c3cc(OC)c(OC)c(OC)c3)N2C1=S (some centres not stated) | -12% | -1% | -6% | -2% | ? | ? | 10% | -3% | i
CCN(CC(=O)Nc1ccc(NC(C)=O)cc1)C(=O)/C=C/c1c(C)nn(-c2ccc(F)cc2)c1Cl | 0% | -39%[inhibitor] | -5% | 17% | -1 | 3% | 26% | 0% | i
COCCNC(=O)Cn1nc(C)c([N+](=O)[O-])c1C | 2% | i | -4% | 0% | 3 | 16% | -27% | 8% | i
COc1ccc(C)cc1S(=O)(=O)N(C)CC(=O)N1CCN(C)CC1 | 1% | -4%[57.5 µM] | 3% | -4% | 6 | 0% | 26% | -14% | ·
COc1ccc(N2CCN(C(=O)Cc3c(C(=O)O)c(C)cn3C)CC2)cc1 | · | -8% | -7% | · | · | 11% | 26% | 14% | ·
Cc1cc(C)c2[nH]c(C(=O)Nc3ccc(F)cc3Br)cc2c1 | -6% | -4% | -17% | 7% | 10 | -25% | 30% | ? | i
COc1ncnc2c1NC1=C(S2)C(=NCCC(=O)O)CC(C)(C)C1 | -4% | i | -12% | 1% | -29 | 8% | 7% | -16% | i
CC(CCCC(C)(C)O)NCCO (configuration not stated) | 2% | i | -5% | -1% | -26 | 11% | -14% | -21% | i
CCOc1ccc(NC(=O)c2ccc(NC(=O)COC(=O)c3ccc(NC(=O)CC#N)cc3)cc2)cc1 | 1% | -10% | 0% | -24% | -3 | 14% | · | 22% | i
CCOc1cc(C(=O)Nc2ccc(-c3nc4ncccc4o3)cc2C)cc(OCC)c1OCC | · | 12% | -14% | · | · | 10% | 14% | -11% | ·
Cc1[nH]n(-c2ccccc2)c(=O)c1C=Nc1ccc(S(=O)(=O)N(C)C)cc1 | -1% | i | 8% | 0% | 5 | 5% | · | 13% | i
Nc1cc(Oc2ccc(Cl)cc2Cl)nc(N)n1 | 0% | i | -10% | 1% | 6 | -3% | 5% | -7% | i
CCNS(=O)(=O)c1ccc(CCC(=O)NCc2ccncc2)cc1 | -4% | i | 9% | -6% | 0 | 3% | -13% | 9% | i
O=C(COC(=O)c1ccc(-n2cnnn2)cc1)Nc1cc(Cl)ccc1F | 0% | i | -7% | 4% | -7 | 5% | -3% | 6% | i
COc1ccc2c(c1)CCc1cn[nH]c1-2 | -1% | i | -7% | 9% | 1 | 0% | -24% | 5% | i
Cc1ccc(N(C(=O)c2csnn2)C(C(=O)NC2CCCC2)c2cccnc2)c(C)c1 (configuration not stated) | -4% | ? | -13% | 4% | -5 | 3% | -19% | 0% | i
CN(C)C(=O)c1c(NC(=O)c2ccccc2)sc2c1CCC2 | 3% | -2% | 5% | 2% | 18 | 15% | -4% | 0% | i
N#Cc1ccc(OCC(=O)NNC(=S)NC2CCCCC2)cc1 | -14% | -11% | 20% | -1% | -21 | -19% | -2% | 29% | i
CCc1ccccc1NC(=O)Cn1nnc(-c2nc(-c3ccc(C)cc3)no2)c1N | · | ? | -5% | · | · | 8% | -2% | 23% | ·
Cc1noc(C)c1CSCC(=O)N1CCN(c2ccc(F)cc2)CC1 | -6% | -35% | -17% | -1% | 4 | -11% | · | -16% | i
CC(C)CC(c1nc2ccccc2[nH]1)n1c(-c2ccccc2Br)nc2ccccc21 (configuration not stated) | 0% | -23% | 2% | -1% | 0 | -22% | 21% | 20% | i
Nc1c(C(=O)Nc2ccc3c(c2)OCCO3)nnn1Cc1ccccc1 | 10% | -28% | -1% | 17% | 12 | ? | -4% | 25% | i
Cn1c(=O)c(C(=O)NCCO)c(O)c2ccccc21 | 8% | -19%[57.5 µM] | -8% | 4% | ? | ? | -13% | -42%[inhibitor] | i
CCc1ccc(C2=C(C)C(N3CCC(C(=O)Nc4ccc(F)cc4)CC3)=NS2(=O)=O)cc1 | · | -25% | 9% | · | · | -17% | -8% | 0% | ·
c1ccc(-c2nnnc3ccccc23)cc1 | 2% | i | -8% | -2% | 11 | 8% | -3% | 18% | i
CN(CC(=O)Nc1cccc(F)c1)C(=O)CCCn1c(=O)oc2ccccc21 | 3% | i | 7% | 12% | -4 | 15% | -4% | -5% | i
O=C(c1cc(C2CC2)nn1-c1ccccc1)N1CCN(S(=O)(=O)c2ccccc2F)CC1 | ? | -1% | -6% | -2% | 10 | 5% | 2% | 20% | i
NC(=O)CN1C(=O)/C(=c2\sc3nc(=O)c(Cc4ccccc4)nn3c2=O)c2ccccc21 | -8% | -20% | -2% | 2% | -25 | -12% | 29% | -1% | i
COc1ccc(/C(C)=N/NC(=O)CNC(=O)c2cccs2)cc1 | 3% | -7% | -4% | -5% | 11 | 17% | -15% | -1% | i
CC(C)CCNC(=O)CN(CCCN1CCOCC1)C(=O)Cn1nnc(-c2ccc(F)cc2)n1 | 5% | i | 11% | -6% | 3 | -11% | 13% | -21% | i
O=[N+]([O-])c1cccnc1S(=O)(=O)c1ccccc1 | -19% | -26% | -54%[inhibitor] | -6% | -74* | ? | -2% | -14% | i
Cc1ccc(CNC(=O)Cn2c3ncccc3c(=O)n2-c2ccccc2)cc1 | · | i | -5% | · | · | -23% | 36% | 10% | ·
CC(C(=O)c1ccccc1)[n+]1cccc(C(N)=O)c1 (configuration not stated) | 1% | i | -13% | 8% | -5 | 12% | -20% | 9% | i
